PRMT1 inh: PRMT1 methyltransferase inhibitors, primary screen, biochemical, fluorescence polarization | Protein arginine N-methyltransferase 1 (Homo sapiens), Q99873 | recombinant PRMT1, activity-based probe fluorescence polarization | inhibition, % at 2.79 µM | 370,000 tested, 1.3% active | AID 652257, 2013;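 active = inhibition above about 21% made by adding two undisclosed values, limit read from the data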
LEDGF integ inh: blockers of LEDGF/p75-dependent integrase strand transfer – biochemical, TR-FRET, high throughput, primary screen; inhibition, % at 3.7 µM; 370,000 tested, 0.64% active; HIV-1 integrase (with human LEDGF/p75); TR-FRET IN-LEDGF/p75 DNA integration, Eu/Cy5;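 active = inhibition above the screen-wide mean plus 3 SD, cut at about 13% in these data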;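 note: signal is the Cy5 over europium emission ratio at 671 and 618 nm; 0% = plate median of compound wells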
DDE Tn6 FP inh: inhibitors of Tn6 peptide binding to fibrin DD(E), primary screen, biochemical, fluorescence polarization, human fibrin, Tn6 probe; 370,000 tested, 0.21% active; inhibition, % at 8.3 µM; Fibrinogen beta chain (Homo sapiens), P02675; Fibrin DD(E) TRITC-Tn6 fluorescence polarization displacement;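 active = inhibition above a per-campaign cutoff: mean of compounds within control limits plus 3 SD, cut at about 15% in these data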;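 note: 0% = median of all compound wells on the plate and 100% = blocking peptide control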
Target sequence (P02675 whole entry, looked up): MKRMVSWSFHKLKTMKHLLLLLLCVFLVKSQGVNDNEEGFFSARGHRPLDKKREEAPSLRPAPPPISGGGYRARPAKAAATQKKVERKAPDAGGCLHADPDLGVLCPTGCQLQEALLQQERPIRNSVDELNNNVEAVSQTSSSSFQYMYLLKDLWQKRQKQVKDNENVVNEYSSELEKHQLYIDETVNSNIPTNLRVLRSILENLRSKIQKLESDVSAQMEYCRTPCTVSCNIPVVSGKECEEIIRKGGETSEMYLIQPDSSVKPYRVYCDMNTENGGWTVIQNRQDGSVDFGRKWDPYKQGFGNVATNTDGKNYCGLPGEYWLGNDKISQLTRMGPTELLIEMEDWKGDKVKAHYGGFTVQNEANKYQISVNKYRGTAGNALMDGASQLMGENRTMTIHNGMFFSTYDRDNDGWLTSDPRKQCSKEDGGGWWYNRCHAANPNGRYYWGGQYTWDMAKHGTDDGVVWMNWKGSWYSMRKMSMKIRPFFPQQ
MBD2 DNA inh: inhibitors of MBD2 binding to methylated DNA, primary screen, biochemical, TR-FRET, DNA-binding domain, human; AID 686964, 2013; inhibition, % at 4.4 µM; 370,000 tested, 0.31% active; MBD2 binding to methylated oligonucleotide; Methyl-CpG-binding domain protein 2 (Homo sapiens), Q9UBB5; in the data active = inhibition above about 13%
TDP2 inh: human TDP2 enzyme inhibitors, primary screen, biochemical, epi absorbance, recombinant enzyme | 370,000 tested, 0.34% active | inhibition, % at 12.8 µM | T5PNP hydrolysis, p-nitrophenol absorbance 415 nm;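 active = inhibition above the mean of all tested compounds plus 3 SD, set per campaign, cut at about 25% in these data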;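 note: 0% = DMSO with enzyme and 100% = buffer with substrate but no TDP2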
Target sequence (O95551 whole entry, looked up): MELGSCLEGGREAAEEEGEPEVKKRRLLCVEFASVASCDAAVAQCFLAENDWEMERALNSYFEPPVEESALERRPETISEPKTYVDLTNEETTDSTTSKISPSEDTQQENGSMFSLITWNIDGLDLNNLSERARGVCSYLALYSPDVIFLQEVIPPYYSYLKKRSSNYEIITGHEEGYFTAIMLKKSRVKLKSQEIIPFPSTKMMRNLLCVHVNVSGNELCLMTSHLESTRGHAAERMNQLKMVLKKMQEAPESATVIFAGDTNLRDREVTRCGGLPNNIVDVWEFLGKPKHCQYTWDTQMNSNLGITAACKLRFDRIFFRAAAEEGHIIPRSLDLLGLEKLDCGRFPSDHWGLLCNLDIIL
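Assay system: Recombinant human TDP2 | Quantity: 120 nM TDP2 per well | Incubation: 2 h at 37 °C | Signal: Epi absorbance | Evaluation: Percent inhibition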
KLK7 zymogen act: proKLK7 zymogen activators, primary screen, biochemical, fluorescence intensity. Kallikrein-7 (Homo sapiens), P49862. 370,000 tested, 0.9% active. activation, % at 7 µM. purified proKLK7, EDANS-DABCYL substrate fluorescence; 100% is mature enzyme control, 0% vehicle;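 active = activation above the mean of all tested compounds plus 3 SD, computed per campaign excluding outliers beyond control limits, cut at about 13% in these data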
SIAE inh: human SIAE inhibitors, primary screen, biochemical, fluorescence polarization, FP-Rh probe, 1536-well HTS. Sialate O-acetylesterase (Homo sapiens), Q9HAT2. SIAE FP-Rh probe binding. inhibition, % at 9.66 µM. 370,000 tested, 0.69% active. AID 1053197, 2014;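 active = inhibition above a cutoff: mean of compounds within the control limits plus 3 SD of those, cut at about 17% in these data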;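 note: 0% = plate median of compound wells and 100% = probe without SIAE protein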
UHRF1 MBD2 ctr: UHRF1 methylated DNA binding inhibitors, primary screen, counter-screen for MBD2 inhibitor project, biochemical, TR-FRET, human UHRF1, single concentration; E3 ubiquitin-protein ligase UHRF1 (Homo sapiens), Q96T88; UHRF1 binding to methylated oligo; inhibition, % at 4.4 µM; 370,000 tested, 0.75% active; AID 687016, 2013; in the data active = inhibition above about 21%;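 note: UHRF1 SRA domain binding a hemimethylated CpG hairpin DNA probe; 0% = median of test compound wells and 100% = reference inhibitor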
Tn7 DDE FP: inhibitors of Tn7 peptide binding to fibrin DD(E), primary screen, biochemical, fluorescence polarization, human fibrin, Tn7 probe; AID 720508, 2013; 370,000 tested, 0.13% active; Fibrinogen beta chain (Homo sapiens), P02675; FP displacement of FITC-Tn7 peptide from fibrin DD(E); 0% = median of compound wells per plate; inhibition, % at 8.3 µM;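 active = inhibition above the mean of compounds falling within the control limits plus 3 SD of them, cut at about 14% in these data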;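 note: 0% = plate median of compound wells and 100% = 10 µM Aha-Tn7 peptide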
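Assay system: Fibrin-DD(E) protein isolated from polymerized human fibrin clots; read-out basis: percent inhibition; medium: Tris/NaCl/CaCl2 buffer, pH 7.8; signal: FP measurement; incubation: 10 min plus 3 h, room temperature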
TCR-CD3 inh: inhibitors of human TCR-CD3 interaction, primary screen, biochemical, fluorescence, TAMRA-labeled TCR probe; inhibition, % at 9.4 µM; 360,000 tested, 0.37% active; in the data active = inhibition above about 19%;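 note: recombinant mutant TCR 2C K166C tagged with TAMRA read by polarization; 0% = receptor in buffer alone and 100% = receptor with positive control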
The depositor's hits bear a star; . = no result given.

canonical_smiles	PRMT1 inh	LEDGF integ inh	DDE Tn6 FP inh	MBD2 DNA inh	TDP2 inh	KLK7 zymogen act	SIAE inh	UHRF1 MBD2 ctr	Tn7 DDE FP	TCR-CD3 inh
COc1cccc(NC(=O)CSC2=NN3CCCC(=O)N=C3S2)c1	-1	2	0	-4	15	0.3	11	0	0	-1
CC(C)(C)OC(=O)N1CCC(C(=O)N[C@@H](Cc2ccccc2)C(=O)O)CC1	0	2	1	2	6	-0.2	3	0	-1	-5
CC12CCC(=O)N1C(C(=O)NNC(=O)COc1ccc(Br)cc1)CS2 (centres undefined)	-2	2	3	3	-14	-0.2	0	3	-1	4
CCn1c(C)[n+](CCCS(=O)(=O)[O-])c2cc(Cl)c(Cl)cc21	-2	1	-5	-2	-13	0.9	5	4	-7	-6
Cc1ccc(-c2csc3ncnc(-n4nnc5ccccc54)c23)cc1	3	0	-6	2	7	-0.6	-3	2	-1	-1
CC(Sc1ccc2nnc(-c3ccc(F)cc3)n2n1)C(=O)O (centres undefined)	10	-2	2	-3	-1	3.3	1	-2	-1	2
O=C(CSc1nnc2c(Cl)cc(Cl)cn12)N1CCN(S(=O)(=O)c2ccccc2)CC1	1	-3	9	0	6	0.2	6	-2	6	2
CC1CCCC(C)N1C(=O)Cc1ccccc1 (centres undefined)	-1	0	-7	1	-4	-0.4	-7	4	5	-2
Cn1c(NCc2ccc(Cl)cc2)nc2ccccc21	-2	-1	8	1	4	-0.4	2	1	-1	6
COc1cccc(/C=N\NC(=O)c2ccc(Cn3cc(Br)c([N+](=O)[O-])n3)o2)c1O	0	-3	-13	-6	0	0.4	6	-3	14*	-4
CCOC(=O)C1=CCC2C(=O)N(Cc3ccccc3)C(=O)C12 (centres undefined)	-1	-2	-1	-4	6	-0.1	-6	-1	-8	0
Cc1ccc(F)c(S(=O)(=O)NC(=O)C2(C)CCN2C(=O)c2ccc(C(F)(F)F)nc2C)c1 (centres undefined)	-1	-2	8	-4	4	-0.2	2	-2	4	0
O=C1CCc2cc(S(=O)(=O)Nc3ccccc3F)cc3c2N1CCC3	0	-2	2	2	7	0.6	-2	1	2	1
CCOc1ccc(-n2c(SCC(=O)Nc3ccc(S(=O)(=O)Nc4cc(C)nc(C)n4)cc3)nnc2-c2ccco2)cc1	-4	5	6	-3	-11	0.3	-4	0	-5	.
Cc1ccc(OCC(=O)N[C@@H](C)c2nnc3ccccn23)cc1C	-2	1	-7	2	18	0.6	12	2	2	0
COc1ccc(N(CC(=O)NC(C)(C)C)C(=O)CCC(=O)Nc2nccs2)cc1	3	-4	-13	3	-5	-0.4	0	2	-4	1
Nc1cc(OC(=O)c2ccc(F)cc2)nn1S(=O)(=O)c1ccccc1	2	1	5	2	0	0.6	-5	-2	-5	-2
Cc1cccc(/N=C/c2sc3ccccc3c2O)n1	37*	50*	3	-4	-3	-0.5	-16	0	-3	-16
CCCOC1CCCN(C(=O)CCc2nnc(Cc3cccc(C)c3)o2)C1 (centres undefined)	6	-2	-5	2	-15	-0.2	-5	3	3	-5
CC(=O)Nc1ccc(OC(F)(F)C(F)C(F)(F)F)c(NC(C)=O)c1 (centres undefined)	-2	1	1	2	-16	0.7	1	3	-4	-3
COc1ccc(-c2nc(CS(=O)CC(=O)NCc3cccnc3)c(C)o2)cc1 (centres undefined)	16	0	-5	3	-5	0.2	1	2	5	-7
Cc1c(C(=O)N2CCCCC2)c(S(=O)(=O)N(C)Cc2ccccc2)c(C)n1C	-2	1	-9	-4	4	-0.3	23*	2	0	-4
Cc1nn(Cc2ccc(C(=O)NN)o2)c(C)c1Cl	-6	8	0	-2	-24	-0.5	1	5	-5	-3
CCc1ccccc1N1C(=O)c2cccc3c(N4CCOCC4)c([N+](=O)[O-])cc(c23)C1=O	2	-2	8	1	-9	-0.4	-2	0	2	-1
O=C(c1ccccc1NS(=O)(=O)c1ccc(F)cc1F)N1CCCCC1	1	3	-1	2	2	0.6	-5	1	1	2
Fc1cc2[nH]c(=S)[nH]c2c(Br)c1N1CCSCC1	7	3	-3	-4	6	-0.8	3	1	-5	-3
CCOC(=O)CC(=O)CSc1nc(C)cc(-c2cccnc2)c1C#N	0	2	-3	2	6	35*	8	1	-8	0
O=C1CCC2=C(CCCC2=O)N1	2	-4	-2	2	-5	-0.1	11	-1	1	-3
CC(=O)Nc1cccc(NC(=O)COc2ccc3c(c2)CCC3)c1	1	1	12	-1	-2	0.7	-10	3	-5	3
Cc1oc2c(CN(C)C)c(O)ccc2c(=O)c1-c1ccc2ccccc2n1	-3	-1	-3	4	-4	-0.3	5	2	5	-6
O=C(CSc1ccc2ccccc2n1)Nc1ccc(N2CCOCC2)cc1	3	-3	-2	4	8	1.5	9	-2	4	1
Nc1cc(=O)[nH]c(SCCSc2cc(Cl)ccc2Cl)n1	8	2	1	7	-9	0.4	0	3	4	-5
O=C1c2ccccc2C(=O)C1c1ccc2ccccc2n1	4	-7	-5	-3	-16	0.3	-9	2	0	2
COc1ccc(-n2nc(C(=O)NCC(=O)NCCCN3CCN(C)CC3)c3ccccc3c2=O)cc1	0	0	6	3	18	-0.5	2	-2	-4	13
Cc1nn(Cc2ccc(Cl)cc2)c(C)c1NC(=O)CSc1n[nH]c(C)c1[N+](=O)[O-]	3	3	-2	-1	-12	1.0	2	6	-2	9
CC(=NC(C)C)C1=C(O)CCC1=O	1	-2	-4	2	-7	0.5	-3	5	-4	1
CC(C)NC(=O)c1ccc2c(c1)S(=O)(=O)c1ccccc1C2=O	2	-1	-9	-5	-3	0.5	-1	-2	0	-5
CCNc1ccc(Br)cc(C(=O)/C=C/c2ccc(Cl)cc2Cl)c1=O	27*	3	4	-8	-1	-0.1	17*	-3	0	-2
CC(C)Nc1nnc(SCC(=O)N2CCN(C(=O)c3ccco3)CC2)s1	0	3	8	-5	-1	-0.5	2	0	-2	5
O=C(NCC1CCCO1)c1cccc(S(=O)(=O)Nc2ccc(SC(F)F)cc2)c1 (centres undefined)	-1	-1	2	-3	12	-0.1	3	2	2	1
O=C(C(=O)N1CCN(Cc2ccc3c(c2)OCO3)CC1)c1c[nH]c2ccccc12	0	1	5	-2	3	0.1	-1	2	3	2
Cc1nn(Cc2ccc(C(=O)Nc3nc4c(C)cccc4s3)o2)c(C)c1Br	3	4	-1	2	-15	-1.1	-18	1	-2	1
CC(=O)c1c(C)nc(-c2ccccc2)n1O	5	3	2	0	-4	-0.6	11	2	4	-2
O=C(Oc1coc(CSc2ncccn2)cc1=O)c1ccco1	6	-7	5	-4	-8	-0.3	-2	2	-5	1
Oc1ccc(C(=Nc2ccccc2)c2ccccc2)c(O)c1	0	-4	-1	0	4	-0.7	2	2	-5	-3
COc1ccc(N2CCN(C(=O)c3ccccc3NC(=O)c3ccccc3)CC2)cc1	-1	0	-1	3	14	0.1	-3	-1	-6	0
O=C(CSc1nc2c(c(=O)[nH]1)CCCC2)Nc1ccc(Cl)cc1F	-1	2	-4	-6	2	0.5	2	0	0	4
CCc1ccc(C(O)c2ncc(-c3ccccc3F)[nH]2)cc1 (centres undefined)	-2	0	-10	0	-10	0.4	0	-1	-10	-6
CCc1cccc(NC(=O)CC2Oc3ccccc3NC2=O)c1 (centres undefined)	4	2	-6	3	4	-0.4	2	-1	-11	-3
CCN(CC)S(=O)(=O)c1cc([N+](=O)[O-])ccc1NNC(=O)Nc1ccccc1	0	2	2	1	-10	0.9	9	-2	5	4

Next part:
canonical_smiles	PRMT1 inh	LEDGF integ inh	DDE Tn6 FP inh	MBD2 DNA inh	TDP2 inh	KLK7 zymogen act	SIAE inh	UHRF1 MBD2 ctr	Tn7 DDE FP	TCR-CD3 inh
O=C(CC1Oc2ccccc2NC1=O)NCc1ccc(Cl)cc1 (centres undefined)	4	2	4	-3	1	0.2	-11	-2	7	2
O=C(NCC1CCCO1)C(c1ccc(F)cc1)N(Cc1ccc2c(c1)OCO2)C(=O)c1ccc(CN2CCOCC2)o1 (centres undefined)	-2	2	-2	3	0	-0.4	4	0	3	9
O=C(NCc1ccccc1)C12CN(Cc3ccccc3)CC1C(c1ccc([N+](=O)[O-])cc1)=NO2 (centres undefined)	1	-1	-2	-3	-7	0.6	3	0	-2	3
CCOC(=O)Cn1cc(CN2C(C(=O)OC)CN(CCO)CCS2(=O)=O)nn1 (centres undefined)	-3	5	2	4	6	0.5	-3	7	2	.
COc1ccc(/C=N/NC(=S)N[C@H]2CC3CCC2C3)cc1 (some centres undefined)	-6	3	-5	-2	-14	0.2	4	-1	4	8
O=C(CSc1ccc(-c2ccc(F)cc2)nn1)NC1CCCCC1	1	-1	0	2	0	0.4	-1	0	5	-9
O=C(c1cc2cc(Cl)ccc2[nH]1)N1CCN(C(=O)c2ccco2)CC1	13	-1	2	0	4	-0.5	-24	2	-3	0
CCOc1ccc(CC(=O)Nc2c(C(N)=O)oc3ccc(Br)cc23)cc1OCC	4	-3	2	3	4	-0.4	-6	2	3	-15
O=c1c2ccccc2nc(N/N=C/c2ccccc2)n1O	2	4	-2	0	6	-1.0	1	2	1	-6
COc1ccc(NS(=O)(=O)c2ccc(S(=O)(=O)N3CCCC3)cc2)cc1Cl	-1	3	0	0	-5	-0.5	1	2	4	9
COCN(C#N)c1nc(N(C)C)nc(N(C)C)n1	-2	2	4	0	29*	-0.1	2	45*	-1	4
COc1ccc(OC)c(C2CC(=O)N3CN(c4ccccc4F)CSC3=C2C#N)c1 (centres undefined)	33*	-1	6	-2	-5	1.1	1	-1	6	-3

Three compounds already listed, ordered by length of the SMILES, rising.
canonical_smiles	PRMT1 inh	LEDGF integ inh	DDE Tn6 FP inh	MBD2 DNA inh	TDP2 inh	KLK7 zymogen act	SIAE inh	UHRF1 MBD2 ctr	Tn7 DDE FP	TCR-CD3 inh
COCN(C#N)c1nc(N(C)C)nc(N(C)C)n1	-2	2	4	0	29*	-0.1	2	45*	-1	4
O=c1c2ccccc2nc(N/N=C/c2ccccc2)n1O	2	4	-2	0	6	-1.0	1	2	1	-6
COc1ccc(/C=N/NC(=S)N[C@H]2CC3CCC2C3)cc1 (some centres undefined)	-6	3	-5	-2	-14	0.2	4	-1	4	8

Screening results: PubChem BioAssay, The Scripps Research Institute Molecular Screening Center
